Fh CTSL1 inh – Fasciola hepatica cathepsin L1 inhibitors, primary screen, counter-screen for PFM18AAP inhibitor project, biochemical, QFRET, fluorogenic peptide substrate | recombinant F. hepatica cathepsin L1, Z-Leu-Arg-MCA fluorescence | inhibition, % at 5.96 µM | hit rate 0.49% among 300,000 | AID 1906, 2009;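 active = inhibition above the mean of all tested compounds plus 3 SD, set per screening campaign, cut at about 17% in these data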;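 also: 0% = plate median of test compound wells and 100% = 1 µM Z-Phe-Ala-diazomethylketone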
PP1 inh – PP1-alpha phosphatase inhibitors, primary screen, counter-screen for PP5 inhibitor project, biochemical, fluorescence, OMFP substrate, single point | Serine/threonine-protein phosphatase PP1-alpha catalytic subunit (Homo sapiens), P62136 | purified PP1alpha | inhibition, % at 6.7 µM | hit rate 0.9% among 320,000 | AID 2235, 2010;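 active = inhibition above the mean inhibition of all tested compounds plus 3 SD, computed separately for each screening campaign, cut at about 15% in these data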
Target sequence (P62136 whole entry, looked up): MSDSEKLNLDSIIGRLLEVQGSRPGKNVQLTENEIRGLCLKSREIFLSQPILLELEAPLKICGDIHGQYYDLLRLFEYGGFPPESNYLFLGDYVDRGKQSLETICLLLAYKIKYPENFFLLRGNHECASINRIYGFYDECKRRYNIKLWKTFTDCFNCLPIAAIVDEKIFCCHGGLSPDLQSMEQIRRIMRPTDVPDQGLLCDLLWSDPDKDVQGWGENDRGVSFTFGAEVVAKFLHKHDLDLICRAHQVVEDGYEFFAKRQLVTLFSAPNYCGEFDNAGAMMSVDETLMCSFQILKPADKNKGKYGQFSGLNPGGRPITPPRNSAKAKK
Efflux pump mplx – inhibitors of Candida efflux pumps in yeast, primary screen, S. cerevisiae, Nile Red, multiplex. AID 485275, 2010. hit rate 0.44% among 330,000. S. cerevisiae Candida pump triplex. inhibition, % at 10 µM;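 active = plate passing quality check with inhibition over a set limit, or well fluorescence over plate mean plus 4 SD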;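 also: Nile Red retained in pooled yeast measured as flow cytometry median fluorescence; 0% = buffer negative control and 100% = Enniatin B positive control; higher means more Nile Red kept so more efflux inhibition; some compounds called inactive have numbers as strong as hits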
HCV core dimer – inhibitors of HCV core protein dimerization, primary screen, biochemical, TR-FRET, high-throughput; TR-FRET GST/Flag-core106 dimerization, 1536-well; inhibition, % at 5 µM; hit rate 0.33% among 300,000; AID 1899, 2009;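 active = inhibition above the mean of all tested compounds plus 3 SD, set per screening campaign, cut at about 45% in these data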
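System: GST-tagged and Flag-tagged HCV core protein residues 1-106 / Input: core106 proteins, GST 13.5 nM and Flag 17 nM / Buffer or medium: KF-containing HEPES buffer, pH 7.45, DTT, CHAPS, BSA / Probe or stimulus: Eu-anti-GST and XL665-anti-Flag labelled anti-tag antibodies / Schedule: 4 h, 22.5 °C incubation / Technique: TR-FRET 671 and 617 nm emission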
ZTA DNA inh – blocks Epstein-Barr virus ZTA, an EBNA-1 counter-screen. ZTA-DNA binding, fluorescence polarization. inhibition, % at 11 µM. AID 2234. hit rate 0.15% among 320,000. P03206; in the data active = inhibition above about 33%
Target sequence (P03206 whole entry, looked up): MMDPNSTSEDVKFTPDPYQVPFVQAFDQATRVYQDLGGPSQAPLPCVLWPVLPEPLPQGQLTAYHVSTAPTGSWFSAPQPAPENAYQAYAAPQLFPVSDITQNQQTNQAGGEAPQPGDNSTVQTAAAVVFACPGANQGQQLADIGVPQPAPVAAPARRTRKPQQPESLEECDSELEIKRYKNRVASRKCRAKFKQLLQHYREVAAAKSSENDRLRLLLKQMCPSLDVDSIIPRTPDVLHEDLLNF
PREPL inh – PREPL enzyme inhibitors, primary screen, biochemical, fluorescence polarization; recombinant PREPL, fluorescence polarization activity-based probe; inhibition, % at 5.96 µM; hit rate 0.68% among 320,000; AID 2751, 2010; in the data active = inhibition above about 43%;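 also: 0% = enzyme with DMSO and 100% = wells lacking enzyme; many of its hits are not listed in these tables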
TPT1 inh – Candida albicans TPT1 enzyme inhibitors, primary screen, biochemical, fluorescence polarization; inhibition, % at 5 µM; hit rate 0.81% among 300,000; recombinant caTPT1, FP RNA substrate dephosphorylation; AID 1962, 2009; tRNA 2'-phosphotransferase TPT1 (Candida albicans SC5314);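 active = inhibition above the mean of all tested compounds plus 3 SD, set per screening campaign, cut at about 24% in these data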;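 also: plate controls were DMSO alone for no effect and ferristatin control at 100 nM for full effect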
EBNA-1 inhibitor – EBNA-1 DNA-binding inhibitors, primary screen, biochemical, fluorescence polarization | inhibition, % at 14.8 µM | hit rate 0.34% among 300,000 | AID 1950, 2009; in the data active = inhibition above about 28%
PP5 inh – PP5 phosphatase inhibitors, primary screen, biochemical, fluorescence. inhibition, % at 6.7 µM. purified PP5c, OMFP substrate fluorescence. Serine/threonine-protein phosphatase 5 (Homo sapiens), P53041. AID 1987, 2009. hit rate 0.18% among 320,000;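 active = inhibition above the campaign's mean inhibition across all tested compounds plus 3 SD, cut at about 9.5% in these data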;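 also: 0% = DMSO only and 100% = 100 µM cantharidin control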
Target sequence (P53041 whole entry, looked up): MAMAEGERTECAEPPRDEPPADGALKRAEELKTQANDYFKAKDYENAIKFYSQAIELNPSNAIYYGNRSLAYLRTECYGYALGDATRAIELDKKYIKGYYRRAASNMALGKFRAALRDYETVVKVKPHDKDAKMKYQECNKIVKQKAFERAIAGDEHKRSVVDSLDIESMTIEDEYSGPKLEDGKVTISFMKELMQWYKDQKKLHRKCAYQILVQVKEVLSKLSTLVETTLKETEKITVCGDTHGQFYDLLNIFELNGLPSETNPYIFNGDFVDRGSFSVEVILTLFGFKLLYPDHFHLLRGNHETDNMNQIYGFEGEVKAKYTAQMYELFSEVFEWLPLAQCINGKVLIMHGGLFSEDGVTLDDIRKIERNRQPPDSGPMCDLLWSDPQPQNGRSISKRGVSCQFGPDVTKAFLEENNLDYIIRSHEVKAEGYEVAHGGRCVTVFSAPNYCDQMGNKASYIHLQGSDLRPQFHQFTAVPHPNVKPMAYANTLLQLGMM
The depositor's hits bear a star; . = not tested or not shown.

SMILES	Fh CTSL1 inh	PP1 inh	Efflux pump mplx	HCV core dimer	ZTA DNA inh	PREPL inh	TPT1 inh	EBNA-1 inhibitor	PP5 inh
N#CCCn1cc(C(=O)Nc2ccc(F)cc2)c(-c2ccc([N+](=O)[O-])cc2)n1	1	-1	0.2	-3	4	-3	0	-2	-0.9
C[C@]12CC[C@H](O)C[C@H]1CC[C@@H]1[C@@H]2CC[C@]2(C)[C@@H](C3=CC(=O)OC3)CC[C@]12O	2	-3	0.0	-4	7	5	-2	-11	-1.1
C=C(C)CSc1nnc([C@@H](N)Cc2c[nH]c3ccccc23)o1	8	1	0.0	-2	13	8	2	8	1.5
C[C@]12N[C@H](Cc3ccccc31)c1ccccc12	0	1	-0.1	6	6	-3	0	0	-0.3
CCOP(=O)(Cc1cc(C#N)oc1C)OCC	3	0	0.0	-10	-3	3	0	0	-1.0
CC12CN3C(O)C(C)(C1)CC(C)(C2)C3O (centres undefined)	2	-2	0.0	1	6	8	2	0	1.7
O=C(C[N+]12CCC(CC1)C(CO)C2)c1ccc(Br)cc1 (centres undefined)	3	-2	0.0	1	-3	-6	-4	1	0.6
Cc1cc(C)n2nc(C)[n+](C)c2n1	2	-1	-0.1	-1	4	-1	-4	-12	3.8
COC(=O)C(C)NC(=S)N1CC2C[C@@H](C1)Cn1c2cccc1=O (some centres undefined)	-2	-2	-0.3	-1	-1	-9	-1	9	-1.9
FC(F)(F)c1ccccc1CN1CCN(Cc2ccccc2)CC1	-3	-1	0.2	-2	3	-6	2	-3	2.2
CC(OC(=O)c1cn(C)c2ccccc12)C(=O)N1CCCC1 (centres undefined)	.	0	-0.2	.	-36	9	.	.	1.2
O=c1[nH]c(=S)n(C2CC2)c(O)c1C=NCCc1ccccc1	2	-1	-0.1	-2	7	-2	-1	-2	-0.4
O=c1c2ccccc2nc(-c2ccco2)n1-c1ccccc1	1	-3	-0.1	-6	7	18	-4	8	2.0
COc1cc(OC)c(OC)cc1CN1CCN(C(=O)Cc2ccccc2)CC1	-1	-2	-0.1	2	-14	-11	1	-4	2.5
O=C(Cn1ncc2c3ccccc3n(Cc3cccc(Cl)c3)c2c1=O)N1CCC2(CC1)OCCO2	1	2	-0.6	33	-3	-16	114*	-2	1.4
C[C@]12C=CC(=O)C=C1C=C[C@@H]1C2CC[C@]2(C)C(=O)CCC12 (some centres undefined)	-1	-5	0.1	-13	-9	4	-1	-4	2.4
O=C(CCl)Nc1nccs1	9	1	0.1	2	-13	6	-1	0	0.5
COc1ccc2[nH]c(C)c(CCNCc3cc(OC)c(OC)c(OC)c3)c2c1	-2	-4	0.0	-1	9	2	-5	0	-1.1
C=CCn1c(O)c(C(C)=NCCc2c[nH]c3ccccc23)c(=O)[nH]c1=O	1	-2	-0.1	-3	1	49*	-2	1	-0.9
COc1cc(N2CCOCC2)ccc1/C=C1\C(=O)NC(=O)N(C2CCCCC2)C1=O	5	-4	-0.2	-1	6	13	17	6	0.0
COC(=O)C1=C(c2ccccc2OCc2ccccc2)C[C@@H]2CC[C@H]1N2C(=O)NCc1ccc(N(C)C)cc1	.	3	0.7	.	5	29	.	.	6.4
COC(=O)C1=C(c2cc3ccccc3o2)C[C@@H]2CC[C@H]1N2C(=O)NCCO	-2	-1	-0.1	1	1	-10	-2	-9	3.7
CC12CN3CCN(C1)CC(C)(C3)C2=NO	0	-1	0.1	-16	1	9	0	-19	1.0
CSc1ccc(C(=O)C2CCCN(Cc3cccnc3)C2)cc1 (centres undefined)	0	3	0.1	1	3	6	-2	-13	2.9
Cc1cc(C)n(CCOC(=O)C2C(C=C(Cl)Cl)C2(C)C)n1 (centres undefined)	2	2	0.1	0	1	5	0	-2	3.2
CN1CCN(CCC(=O)OC2CC3CCC(C2)N3C)CC1 (centres undefined)	-4	0	-0.1	-4	-14	-4	2	-2	1.2
CCCN1CC[C@@H]2c3cc(O)ccc3CC[C@@H]21	-3	-7	0.0	-3	11	3	-3	8	0.4
CC(=O)c1ccc(NC2=NCCCS2)cc1	2	1	-0.1	3	-3	5	-1	1	-0.1
O=C(/C=C/c1ccc2c(c1)OCO2)c1c(O)n(CCc2ccccc2)c(=O)[nH]c1=O	2	5	-0.1	7	8	3	6	-7	-1.2
CN1CCC2(CC1)CC(NC=O)c1ccccc1O2 (centres undefined)	-2	-4	-0.1	-4	-9	10	0	-2	-3.4
COc1cccc(CNCCc2c[nH]c3ccccc23)c1	1	2	0.4	-12	-3	-63	1	-21	0.8
CCCCn1c(=O)c(C(=O)NCc2ccc(Cl)cc2)c(O)c2ccccc21	1	-2	0.1	2	-5	-6	2	-1	0.5
COc1ccc(CN2C(=O)NC(=O)/C(=C\c3ccco3)C2=O)cc1	0	-3	0.2	24	-9	0	80*	-22	-0.6
Fc1ccc(CNC2CN3CCC2CC3)cc1 (centres undefined)	-5	-2	-0.2	-6	-15	7	-3	-6	2.2
C[C@](N)(CCP(=O)(O)O)C(=O)O	4	-1	0.1	-6	6	5	1	-4	-0.5
CN=C(SCc1cc2c(cc1Cl)OCO2)c1c(O)n(C)c(=O)n(C)c1=O	10	8	-0.1	2	-6	13	-2	-5	-7.2

18 structures out of the list, sorted by molecular weight, high to low:
SMILES	Fh CTSL1 inh	PP1 inh	Efflux pump mplx	HCV core dimer	ZTA DNA inh	PREPL inh	TPT1 inh	EBNA-1 inhibitor	PP5 inh
COC(=O)C1=C(c2ccccc2OCc2ccccc2)C[C@@H]2CC[C@H]1N2C(=O)NCc1ccc(N(C)C)cc1	.	3	0.7	.	5	29	.	.	6.4
O=C(Cn1ncc2c3ccccc3n(Cc3cccc(Cl)c3)c2c1=O)N1CCC2(CC1)OCCO2	1	2	-0.6	33	-3	-16	114*	-2	1.4
COc1cc(N2CCOCC2)ccc1/C=C1\C(=O)NC(=O)N(C2CCCCC2)C1=O	5	-4	-0.2	-1	6	13	17	6	0.0
O=C(/C=C/c1ccc2c(c1)OCO2)c1c(O)n(CCc2ccccc2)c(=O)[nH]c1=O	2	5	-0.1	7	8	3	6	-7	-1.2
COc1cc(OC)c(OC)cc1CN1CCN(C(=O)Cc2ccccc2)CC1	-1	-2	-0.1	2	-14	-11	1	-4	2.5
N#CCCn1cc(C(=O)Nc2ccc(F)cc2)c(-c2ccc([N+](=O)[O-])cc2)n1	1	-1	0.2	-3	4	-3	0	-2	-0.9
C[C@]12CC[C@H](O)C[C@H]1CC[C@@H]1[C@@H]2CC[C@]2(C)[C@@H](C3=CC(=O)OC3)CC[C@]12O	2	-3	0.0	-4	7	5	-2	-11	-1.1
COC(=O)C(C)NC(=S)N1CC2C[C@@H](C1)Cn1c2cccc1=O (some centres undefined)	-2	-2	-0.3	-1	-1	-9	-1	9	-1.9
FC(F)(F)c1ccccc1CN1CCN(Cc2ccccc2)CC1	-3	-1	0.2	-2	3	-6	2	-3	2.2
CSc1ccc(C(=O)C2CCCN(Cc3cccnc3)C2)cc1 (centres undefined)	0	3	0.1	1	3	6	-2	-13	2.9
O=c1[nH]c(=S)n(C2CC2)c(O)c1C=NCCc1ccccc1	2	-1	-0.1	-2	7	-2	-1	-2	-0.4
C=C(C)CSc1nnc([C@@H](N)Cc2c[nH]c3ccccc23)o1	8	1	0.0	-2	13	8	2	8	1.5
CC(OC(=O)c1cn(C)c2ccccc12)C(=O)N1CCCC1 (centres undefined)	.	0	-0.2	.	-36	9	.	.	1.2
CCCN1CC[C@@H]2c3cc(O)ccc3CC[C@@H]21	-3	-7	0.0	-3	11	3	-3	8	0.4
CC12CN3C(O)C(C)(C1)CC(C)(C2)C3O (centres undefined)	2	-2	0.0	1	6	8	2	0	1.7
CC12CN3CCN(C1)CC(C)(C3)C2=NO	0	-1	0.1	-16	1	9	0	-19	1.0
C[C@](N)(CCP(=O)(O)O)C(=O)O	4	-1	0.1	-6	6	5	1	-4	-0.5
Cc1cc(C)n2nc(C)[n+](C)c2n1	2	-1	-0.1	-1	4	-1	-4	-12	3.8

New compounds follow:
SMILES	Fh CTSL1 inh	PP1 inh	Efflux pump mplx	HCV core dimer	ZTA DNA inh	PREPL inh	TPT1 inh	EBNA-1 inhibitor	PP5 inh
Cn1c(O)c(C(=O)c2ccccc2Cl)c(=O)n(C)c1=O	-1	3	-0.1	-7	7	4	2	4	7.1
COC(=O)c1ccccc1N=Cc1c(O)[nH]c(=S)[nH]c1=O	0	-2	0.0	0	3	-2	2	5	-0.4
Cc1c(N=Cc2c(O)n(Cc3ccccc3)c(=O)[nH]c2=O)c(=O)n(-c2ccccc2)n1C	1	-4	0.3	-7	-7	3	3	-4	1.5
CCC(=NCc1ccco1)c1c(O)[nH]c(=O)[nH]c1=O	0	7	-0.1	-6	5	-2	0	-20	2.9
COC(=O)C1=C(c2ccc(C(C)=O)cc2)C[C@@H]2CC[C@H]1N2C(=O)NCCOc1ccccc1Cl	.	0	0.1	.	-15	21	.	.	1.4
COc1ccc2c(c1)CC1(CN2C)C(=O)NC(=O)N(CCc2ccccc2)C1=O (centres undefined)	0	-1	0.0	-2	-8	5	0	12	-2.5
CN(C)C1C(=O)C(C(N)=O)=C(O)C2(O)C(=O)C3=C(O)c4c(O)cccc4C(C)(O)C3CC12 (centres undefined)	-4	6	0.0	0	-4	-1	-2	3	0.0
Cc1oc(-c2ccccc2F)nc1CS(=O)CC(=O)N1CCC2(CC1)OCCO2 (centres undefined)	-9	-3	-0.1	-2	2	14	1	9	2.8
CCOP(=O)(/C=C(\Cl)c1ccccc1)C(O)c1ccc(F)cc1 (centres undefined)	-3	-3	-0.3	-1	7	-5	-2	1	-2.2
Cc1cc(C(=O)O)c(C)n1C1CC1	-3	-5	-0.5	1	-1	-10	-1	-4	0.2
COc1ccc(S(=O)(=O)NC(CC(=O)N2CCC3(CC2)OCCO3)c2ccco2)cc1 (centres undefined)	-3	6	0.1	0	-2	-2	1	-12	3.7
COCCOC(=O)C1=C(N)Oc2c(c(=O)oc3ccccc23)[C@@]12C(=O)Nc1ccccc12	1	-3	0.0	4	1	3	-2	12	-1.4
FC(F)(F)c1cccc(N2CCNCC2)c1	-2	-9	0.1	5	-8	-11	-1	1	-1.2
CCOC(=O)C1=CC(=C2C(=O)N(CC)C(=S)N(CC)C2=O)c2ccccc2O1	1	-1	-0.2	4	-10	14	8	2	-0.9

Two successive records from above, quoted:
SMILES	Fh CTSL1 inh	PP1 inh	Efflux pump mplx	HCV core dimer	ZTA DNA inh	PREPL inh	TPT1 inh	EBNA-1 inhibitor	PP5 inh
FC(F)(F)c1cccc(N2CCNCC2)c1	-2	-9	0.1	5	-8	-11	-1	1	-1.2
CCOC(=O)C1=CC(=C2C(=O)N(CC)C(=S)N(CC)C2=O)c2ccccc2O1	1	-1	-0.2	4	-10	14	8	2	-0.9

Screening results from PubChem.

Only part of the results is shown; rates above refer to the full screens.
